Compound activity from PubChem.
S100A4 MyoIIA = inhibitors of human S100A4 binding to myosin IIA peptide; P26447; S100A4/TAMRA-MyoIIA peptide fluorescence polarization; inhibition, % at 10.7 µM; actives 0.14% (n = 360,000); AID 652163;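 active = mean inhibition of at least 70% across replicates, with every replicate also reaching that level; inconclusive = mean inhibition reaches 70% but some replicates fall short; inactive = mean inhibition below 70%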
Target sequence (P26447 whole entry, looked up): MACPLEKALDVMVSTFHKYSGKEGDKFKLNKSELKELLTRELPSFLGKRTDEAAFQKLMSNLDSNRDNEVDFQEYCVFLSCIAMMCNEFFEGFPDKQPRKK
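Material: S100A4 monomer (human). Medium: Calcium-containing HEPES buffer, pH 7.2. Probe or stimulus: labelled myosin peptide probe, 5 nM. Compound dosing: one concentration per compound. Timing: polarization read 5 min after assay mix addition, stable 5–60 min. Benchmarks: DMSO as neutral control, TFP as positive control.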
E-sel inducer = induces E-selectin expression in human endothelial cells. AID 686992. P16581. HUVEC E-selectin immunofluorescence imaging; normalized: neutral wells 0, TNF-alpha wells 100. actives 0.37% (n = 260,000). activation, % at 7.58 µM;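 active = mean E-selectin-positive cell signal at least 10% of the positive control, reached in at least 60% of replicates, without over 20% cell loss; inconclusive = no rule given, readout overlaps actives, possibly toxicity-flagged; inactive = the rest, including those meeting only one limit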;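 note: in these data hits start at about 27%; measured in HUVEC primary endothelial cells; signal is the percent of cells scored E-selectin positive by PE staining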
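System: HUVEC / Compound: single concentration / Signal: immunofluorescence imaging / Read-out: percent E-selectin-positive cells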
Statin myotox sup = suppressors of simvastatin-induced myotoxicity in C2C12 myotubes; ATP luminescence, 48 h; scaled: DMSO 0, geranylgeraniol control 100; rescue of ATP level, % at 7.49 µM; actives 0.78% (n = 330,000); AID 602340;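 active = mean ATP rescue above about 67%, or every replicate alone reaching that limit, limit read from the data, passing the limit was not always enough; inconclusive = no clear call, values can overlap the other calls; inactive = mean under the limit and some replicate under it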;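 note: myotubes were challenged with 10 µM simvastatin during compound exposure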
DENV2 CPE rescue = protects cells from dengue virus 2 cytopathic effect. DENV2-infected cells, cytopathic effect rescue, plate reader. CPE inhibition, % at 9.99 µM. actives 1.7% (n = 350,000); in the data active = CPE inhibition above about 20%, passing the limit was not always enough; inconclusive = no clear call, values can overlap the other calls; tested in BHK-21 cells;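 note: 0% = median of neutral control wells and 100% = median of positive control wells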
PglD inh = PglD (C. jejuni) enzyme inhibition | purified PglD enzyme, DTNB colorimetric CoA detection | inhibition, % at 12.5 µM | actives 0.098% (n = 360,000); in the data active = inhibition above about 16%, passing the limit was not always enough; inconclusive = no clear call, values can overlap the other calls; note: strong numbers were not always called active
SIRT5 inh = inhibitors of human sirtuin-5 desuccinylase; Purified SirT5, succinyl-peptide AMC, trypsin-coupled fluorescence; actives 1.1% (n = 330,000); inhibition, % at 15 µM; in the data active = inhibition above about 15%; inconclusive = no clear call, values can overlap the other calls
Target sequence (Q9NXA8 whole entry, looked up): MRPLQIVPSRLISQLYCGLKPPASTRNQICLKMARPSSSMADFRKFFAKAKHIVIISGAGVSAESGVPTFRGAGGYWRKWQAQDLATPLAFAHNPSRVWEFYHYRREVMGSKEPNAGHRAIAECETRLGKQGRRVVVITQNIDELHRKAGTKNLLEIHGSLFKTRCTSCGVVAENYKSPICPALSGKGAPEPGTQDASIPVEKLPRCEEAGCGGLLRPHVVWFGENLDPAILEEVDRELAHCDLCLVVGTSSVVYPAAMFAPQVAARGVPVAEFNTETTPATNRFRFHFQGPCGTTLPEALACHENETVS
ERp5 inh = inhibitors of human ERp5; ERp5 insulin aggregation, absorbance 650 nm, 90 min; inhibition, % at 9.99 µM; actives 0.05% (n = 350,000); Q15084;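 active = mean replicate inhibition above about 25%, with every replicate also reaching it, limit read from the data, passing the limit was not always enough; inconclusive = only one of those two criteria met; inactive = neither criterion met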
Target sequence (Q15084 whole entry, looked up): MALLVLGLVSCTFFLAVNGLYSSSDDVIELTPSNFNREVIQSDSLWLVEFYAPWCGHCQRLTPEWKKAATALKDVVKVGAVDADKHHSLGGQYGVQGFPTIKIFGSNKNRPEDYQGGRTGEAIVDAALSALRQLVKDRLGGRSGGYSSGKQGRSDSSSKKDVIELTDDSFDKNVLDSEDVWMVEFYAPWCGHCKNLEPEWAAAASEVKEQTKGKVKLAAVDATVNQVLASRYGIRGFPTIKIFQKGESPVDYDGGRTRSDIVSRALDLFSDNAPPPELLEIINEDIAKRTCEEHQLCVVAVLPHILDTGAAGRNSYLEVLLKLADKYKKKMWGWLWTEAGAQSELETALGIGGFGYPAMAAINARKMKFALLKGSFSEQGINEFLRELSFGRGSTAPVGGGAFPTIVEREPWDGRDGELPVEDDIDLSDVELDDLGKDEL
* hit, by the source's call; ? = inconclusive; · = not tested or not shown; & = joins results of further samples.

1: O=C(CCc1ccncc1)N1CCCC(Nc2ccc(F)cc2)C1 (centres undefined)
2: COc1cc(NC(=O)c2cc(-c3ccc(F)cc3OC(C)C)n[nH]2)cc(OC)c1OC
3: CCOc1ccccc1NC(=S)N1CCN(c2ccccc2F)CC1
4: COc1cc(C=O)c(Br)cc1OCC(=O)NCCc1ccccc1
5: OCCN1CCN(c2ncnc3c2c(-c2ccccc2)cn3-c2ccc(F)cc2)CC1
6: O=c1c(S(=O)(=O)c2ccc(Cl)cc2)cn(Cc2cccc(F)c2)c2ccc(F)cc12
assay / entry	1	2	3	4	5	6
S100A4 MyoIIA	-6	-4	-2	2	-5	13
E-sel inducer	·	-0.2	·	-0.1	3.2	·
Statin myotox sup	4	-2	-3	-2	·	·
DENV2 CPE rescue	-10	7	0	-3	8	-4
PglD inh	0	3	3	-7	-1	·
SIRT5 inh	-1	1	4	-5	-1	-4
ERp5 inh	-1	2	1	-2	-1	2

7: CCC(C(=O)OCC(=O)Nc1ccc(SC(F)F)cc1)c1ccccc1 (centres undefined)
8: O=C(CN1CCN(c2ccccn2)CC1)Nc1ccc([N+](=O)[O-])cc1C(=O)Nc1ccccc1F
9: COc1cc(S(=O)(=O)N2CCCC2)c(C)cc1C
10: COc1ccc(OC)c(NC(=O)c2ccc3c(c2)CCN3S(C)(=O)=O)c1
11: O=C(NCCO)c1ccc2c(c1)S(=O)(=O)c1ccccc1C2=O
12: COc1ccc(Br)cc1/C=N/NC(=O)CN1CCCCC1
assay / entry	7	8	9	10	11	12
S100A4 MyoIIA	0	1	-10	2	1	-2
E-sel inducer	·	-0.2	·	-0.1	0.1	0.3
Statin myotox sup	-13	·	3	-22	4	10
DENV2 CPE rescue	2	-5	-8	?	-7	17
PglD inh	-6	4	2	0	1	4
SIRT5 inh	-2	0	-5	1	·	1
ERp5 inh	-2	9	3	-1	1	2

13: O=C(C[C@@H]1C=C[C@@H](NC(=O)Nc2ccc3c(c2)OCO3)[C@H](CO)O1)NCc1ccccc1
14: O=C(c1cc(S(=O)(=O)N2CCOCC2)ccc1Cl)N1CCOCC1
15: O=C(COC(=O)CNC(=O)C1CCCCC1)Nc1ccc2c(c1)OCCO2
16: CCOC(=O)/C=C1\SCC(=O)N1CC(=O)Nc1cc(S(=O)(=O)N(C)C)ccc1C
17: COC(=O)c1ccc(CN2CCCC(C(=O)c3ccccc3OC)C2)cc1 (centres undefined)
18: Cc1cc(NC(=O)NCC(F)(F)F)no1
assay / entry	13	14	15	16	17	18
S100A4 MyoIIA	1	8	1	-4	4	-3
E-sel inducer	-0.3	0.7	·	-0.1	·	0.9
Statin myotox sup	-4	6	4	1	7	0
DENV2 CPE rescue	4	7	-6	1	1	-2
PglD inh	-1	-4	4	-10	2	-1
SIRT5 inh	0	-2	-3	-4	-12	-6
ERp5 inh	6	4	-1	3	6	2

19: COc1ccc(CCN(C)C(=O)CSc2ncnc3sccc23)cc1OC
20: COC(=O)C[C@H]1CC[C@H]2[C@@H](COc3ccc(NC(=O)c4ccc(C#N)cc4)cc3C(=O)N2C)O1
21: C[C@@H]1CCCCO[C@@H](CN(C)C(=O)CCCN(C)C)[C@@H](C)CN([C@@H](C)CO)C(=O)c2cc(NS(=O)(=O)c3ccc(Cl)cc3)ccc2O1
22: Cc1cc(C)c(CN2CCN(CCCn3ccc(NC(=O)OCc4ccccc4)nc3=O)CC2)c(C)c1
23: CCCC(=O)N(CCN1CCOCC1)c1nc2c(OC)ccc(C)c2s1
24: CCOC(=O)N1CCN(C(=O)CSc2nc3c([nH]c4ccccc43)c(=O)n2CC)CC1
assay / entry	19	20	21	22	23	24
S100A4 MyoIIA	-2	9	0	22	-1	6
E-sel inducer	·	0.0	-0.1	0.1	-0.3	-0.1
Statin myotox sup	·	2	·	-8	7	-55
DENV2 CPE rescue	-4	-11	3	-4	-1	4
PglD inh	·	0	-1	-3	-1	-5
SIRT5 inh	-1	-2	4	0	-3	0
ERp5 inh	2	-4	-2	-3	0	11

25: COc1ccccc1C(N)=S
26: Cc1ccc(S(=O)(=O)N2CCC(C(N)=O)CC2)cc1[N+](=O)[O-]
27: CC/C(CC(=O)C(F)(F)F)=N\NC(=O)/C(C#N)=C/N(C)C
28: COc1ccc(C#Cc2cnc3c(c2)C(=O)N([C@@H](C)CO)C[C@@H](C)[C@H](CN(C)CC2CCCC2)O3)cc1
29: CC(=O)c1sc(NC(=O)CCCOc2ccc(Cl)cc2)nc1C
30: CC(NC(=O)NC1CCCCC1)C(c1cccs1)N1CCN(Cc2ccccc2)CC1 (centres undefined)
assay / entry	25	26	27	28	29	30
S100A4 MyoIIA	5	-2	1	1	-3	-14
E-sel inducer	·	·	-0.1	·	-2.7	-0.1
Statin myotox sup	·	7	·	-5	·	-6
DENV2 CPE rescue	-3	12	1	20	-3	3
PglD inh	-1	1	·	14	·	-1
SIRT5 inh	-9	-1	18*	-2	4	0
ERp5 inh	4	3	-4	0	-2	-7

31: COc1ccc(S(=O)(=O)N(C)C[C@@H]2OCCCC[C@@H](C)Oc3ccc(NC(=O)c4ccncc4)cc3C(=O)N([C@@H](C)CO)C[C@@H]2C)cc1
32: COc1ccccc1CC(NC(C)=O)C(=O)NC1CCN(C(=O)Nc2cccc(F)c2)CC1 (centres undefined)
33: O=C(NCCCn1ccnc1)C(=O)c1cn(CC(=O)N2CCCCCC2)c2ccccc12
34: Cc1noc(C)c1NC(=O)Nc1cccc2c1O[C@H](CN(C)S(=O)(=O)c1cccs1)[C@@H](C)CN([C@H](C)CO)C2=O
35: O=C(O)C[C@@H]1C=C[C@@H](NC(=O)c2ccccc2F)[C@@H](CO)O1
36: Cn1c(=O)c2c(nc(NC3CCCCC3)n2Cc2ccccc2)n(C)c1=O
assay / entry	31	32	33	34	35	36
S100A4 MyoIIA	8	-7	8	13&0	6	-3
E-sel inducer	0.1	·	0.0	0.0&-1.8	0.1	1.0
Statin myotox sup	·	46	·	7&4	-2	19
DENV2 CPE rescue	-13	9	-2	4&3	?	-9
PglD inh	2	-7	·	-4&-6	7	-5
SIRT5 inh	1	-1	3	-8&-3	-4	0
ERp5 inh	-8	0	-2	-1&-1	-2	0

37: O=C(OCCNc1nc(-c2ccccc2)nc2ccccc12)c1cccnc1
38: COc1cccc(/C=N/NC(=O)Cn2ccnc2C)c1
39: Cc1c(NC(=O)C(C)Oc2cccc(Cl)c2)c(=O)n(-c2ccccc2)n1C (centres undefined)
40: CNNC(=O)C(=O)NNS(=O)(=O)c1ccccc1
41: O/N=C(\C[n+]1ccccc1)c1ccc(Br)cc1
42: CCCC(=O)Nc1ccc(NCc2ccc(C)s2)cc1
assay / entry	37	38	39	40	41	42
S100A4 MyoIIA	1	-1	-5	3	2	3
E-sel inducer	0.7	0.2	0.4	1.3	-0.4	·
Statin myotox sup	-4	·	15	·	-5	-2
DENV2 CPE rescue	-6	18	-3	-4	-2	-8
PglD inh	·	·	-6	4	3	-7
SIRT5 inh	-1	2	0	0	0	-7
ERp5 inh	2	2	-2	3	1	-7

43: COc1ccc(C(=O)NC2CCCc3c2cnn3-c2cc(F)cc(F)c2)c(OC)n1 (centres undefined)
44: CCc1cc2c(=O)c(-c3ccc4c(c3)OCCO4)coc2c(CN2CCCCC2C)c1O (centres undefined)
45: COCC(=O)Nc1ccc2c(c1)C(=O)N(C)[C@H]1CC[C@@H](CC(=O)NCC3CCCCC3)O[C@@H]1CO2
46: C[C@@H]1CN([C@H](C)CO)C(=O)Cc2cc(NC(=O)CCC(F)(F)F)ccc2O[C@H]1CN(C)C(=O)Nc1cccc2ccccc12
47: C[C@@H]1CN([C@H](C)CO)C(=O)c2cccc(NS(=O)(=O)c3cn(C)cn3)c2O[C@@H]1CN(C)Cc1ccccc1
48: C[C@@H]1CCCCO[C@@H](CN(C)C(=O)CCC(F)(F)F)[C@H](C)CN([C@H](C)CO)C(=O)c2cc(NS(=O)(=O)c3ccccc3)ccc2O1
assay / entry	43	44	45	46	47	48
S100A4 MyoIIA	-1	1	-3	2	-1	19
E-sel inducer	·	·	0.0	0.2	0.1	-0.1
Statin myotox sup	4	-8	3	12	9	·
DENV2 CPE rescue	1	16	?	-2	-8	11
PglD inh	2	4	-3	-4	-1	1
SIRT5 inh	-3	0	-2	-3	-2	10
ERp5 inh	-1	4	3	3	-1	2

In the list so far, four contain a CF3 group:
18: Cc1cc(NC(=O)NCC(F)(F)F)no1
27: CC/C(CC(=O)C(F)(F)F)=N\NC(=O)/C(C#N)=C/N(C)C
46: C[C@@H]1CN([C@H](C)CO)C(=O)Cc2cc(NC(=O)CCC(F)(F)F)ccc2O[C@H]1CN(C)C(=O)Nc1cccc2ccccc12
48: C[C@@H]1CCCCO[C@@H](CN(C)C(=O)CCC(F)(F)F)[C@H](C)CN([C@H](C)CO)C(=O)c2cc(NS(=O)(=O)c3ccccc3)ccc2O1
assay / entry	18	27	46	48
S100A4 MyoIIA	-3	1	2	19
E-sel inducer	0.9	-0.1	0.2	-0.1
Statin myotox sup	0	·	12	·
DENV2 CPE rescue	-2	1	-2	11
PglD inh	-1	·	-4	1
SIRT5 inh	-6	18*	-3	10
ERp5 inh	2	-4	3	2

Next section.
49: CCCOc1ccc(/C=C/C(=O)NC2CCCCC2)cc1
50: C[C@@H]1CCCCO[C@@H](CN(C)C(=O)NC2CCCCC2)[C@H](C)CN([C@H](C)CO)C(=O)c2cc(NC(=O)c3ccccc3)ccc2O1
51: O=C1NC[C@H](CCCCN2C[C@H](Cc3ccc(O)cc3)N(CCc3ccccc3)C(=O)C2=O)N(CC2CCCCC2)C1=O
52: CCC(=O)Oc1ccc2ccccc2c1CNC(=O)c1ccccc1
53: COCC1CCCCN1C(=O)c1cccc(OC2CCN(C(=O)C3CC3)CC2)c1 (centres undefined)
54: COc1ccc(OC(C)C(=O)NC2CCCCCC2)cc1 (centres undefined)
assay / entry	49	50	51	52	53	54
S100A4 MyoIIA	-4	·	0	·	0	-3
E-sel inducer	2.0	1.5	-0.4	0.0	0.6	0.6
Statin myotox sup	-13	·	·	-8	11	6
DENV2 CPE rescue	0	-3	4	·	1	8
PglD inh	2	4	·	2	1	-2
SIRT5 inh	0	·	·	·	0	-3
ERp5 inh	7	·	1	·	-2	2

55: C[C@@H]1CCCCO[C@H](CN(C)Cc2ccccc2)[C@@H](C)CN([C@@H](C)CO)C(=O)c2cc(NC(=O)Nc3ccc4c(c3)OCO4)ccc2O1
56: COc1cc(NC(=O)c2cccnc2SC)cc(OC)c1
57: Cc1onc(-c2c(Cl)cccc2Cl)c1NC(=O)NNc1ccccn1
58: O=C(Nc1cccc2nsnc12)c1cccnc1
assay / entry	55	56	57	58
S100A4 MyoIIA	-22	-5	0	-16
E-sel inducer	-0.1	0.1	·	1.2
Statin myotox sup	-174	-4	·	·
DENV2 CPE rescue	14	2	-2	-4
PglD inh	-4	1	·	·
SIRT5 inh	-1	1	0	-3
ERp5 inh	9	-1	3	-7

A portion of the library (hit frequency here may not be typical).
